All columns: NCI-60 one-dose screen, growth in % after 48 h at 10 µM unless noted; 100 = growth as untreated, 0 = no growth, -100 = all killed.
SK-MEL-28: SK-MEL-28 melanoma; AID 1794761; actives 4.1% (n = 81,000)
A549/ATCC: A549/ATCC NSCLC | actives 3.7% (n = 81,000) | AID 1794740
M14: M14 melanoma; actives 6.2% (n = 80,000)
HOP-92: HOP-92 NSCLC cells; actives 6.3% (n = 71,000)
UACC-62: UACC-62 melanoma | AID 1794756 | actives 5.4% (n = 81,000)
EKVX: EKVX NSCLC; actives 3% (n = 71,000); AID 1794765
UACC-257: UACC-257 melanoma | actives 4.4% (n = 78,000) | AID 1794764
SK-MEL-5: SK-MEL-5 melanoma; actives 6.4% (n = 80,000); AID 1794755
* marks the source's active call; other numbers are inactive results; · = not tested or not shown; & = joins results of further samples. The calls were made as follows: active = growth percent below 10; inactive = the rest.

SMILES	SK-MEL-28	A549/ATCC	M14	HOP-92	UACC-62	EKVX	UACC-257	SK-MEL-5
Cn1cnc([N+](=O)[O-])c1Sc1nnc(-c2ccccc2)c(-c2ccccc2)n1	76.0	113.9	76.9	71.1	64.3	118.8	79.9	106.0
O=S(=O)(NCCNc1cc(-c2c(-c3cccc(O)c3)nc3sccn23)ccn1)c1ccc(Cl)cc1	95.7	57.6	68.2	74.7	64.8	62.1	95.2	30.7
Cc1ccc2c(c1)C(=O)/C(=C/c1ccc([N+](=O)[O-])cc1)S2	109.1	99.6	97.3	·	73.2	91.6	100.9	95.1
Cc1ccccc1-c1ccc2c3c(cccc13)C(=O)N(N1C(=O)c3cccc4cccc(c34)C1=O)C2=O	114.8	113.6	105.5	93.6	100.9	94.3	116.2	101.6
CC(=O)Nc1ccc(S2=Nc3ccccc3S2)cc1 (stereo not drawn)	104.9	95.1	96.1	105.9	90.9	108.3	104.5	92.4
NCCCCOc1ccccc1	104.8	102.4	105.5	80.9	95.3	89.5	115.3	100.4
CCCc1ccccc1-c1cc(-c2ccccc2)on1	95.0	100.1	96.8	92.2	80.1	88.1	105.3	79.1
COc1ccc(C2=NN(c3ccc(S(N)(=O)=O)cc3)C(c3cn(-c4ccccc4)nc3-c3ccc(C)cc3)C2)cc1 (stereo not drawn)	108.4	87.1	95.4	130.3	87.0	·	91.1	99.5
Clc1cc(Cl)cc(N2N=C(c3cccc(Nc4ccncc4)c3)CC2c2ccccc2)c1 (stereo not drawn)	11.0	45.5	64.1	55.7	99.0	87.6	84.7	79.9
Oc1ccc(CCC2CCCC(CCc3ccc(OCCF)cc3)N2)cc1 (stereo not drawn)	·	91.0	90.4	75.3	·	105.2	·	90.0
Cc1nc(SCC(=O)c2ccccc2)n(Nc2ccccc2)c1C	110.7	99.2	101.1	91.8	102.6	·	97.6	99.8
CC(=O)ON1CCCC(P(=O)(NCc2ccc(F)cc2)OCc2ccc([N+](=O)[O-])o2)C1=O (stereo not drawn)	109.1	100.8	101.8	112.6	99.7	102.6	99.6	102.1
O=C(/C(=C(/c1cccc([N+](=O)[O-])c1)N1CCOCC1)N1CCOCC1)c1ccccc1	110.0	106.7	108.1	82.3	99.1	123.9	108.8	108.4
COc1cc(C(=O)/C=C/c2c[nH]c3ccccc23)cc(OC)c1OC	64.7	17.7	8.9*	39.2	30.6	35.2	·	-53.1*
Cc1cccc(/C=C\C(=O)c2ccc(Cl)cc2)c1	111.3&105.8	85.8&88.8	91.1&94.3	82.3	103.0&96.8	94.3&91.1	108.6&105.0	94.8&107.6
Cc1cccc2c(=O)c3c(sc12)c(NCCN)nc1ccccc13	-86.1*	-75.2*	-75.7*	27.7	-86.6*	-0.2*	-17.6*	-22.9*
N#Cc1c(-c2ccc(Cl)cc2)cc(-c2cccc(OCC(=O)O)c2)[nH]c1=O	100.6	103.1	102.5	·	93.1	98.8	99.9	101.3
COc1cc2c(c(OC)c1OC)-c1ccc(OC)c(=O)cc1[C@@H](NC(=O)CCl)CC2	47.0	13.0	-47.2*	10.0	20.8	74.3	60.1	-73.7*
CCC(=O)NC(=O)NC(c1ccccc1)c1ccccc1	104.4	93.0	101.4	81.0	91.1	91.1	91.9	98.9
CC1(C)CC2(OC2c2ccccc2)C(=O)c2ccccc21 (stereo not drawn)	90.1	97.6	98.6	73.6	94.4	·	100.4	92.1
CCOC(=O)CNC(=O)C1(NC(=O)CNC(=O)OCc2ccccc2)CCCC1	107.3	89.8	109.7	96.2	97.0	99.4	109.9	112.4
c1ccc2c(N=NSc3ncnc4nc[nH]c34)c3ccccc3nc2c1	-37.6*	-24.4*	-25.4*	·	-38.7*	16.7	-13.9*	-59.4*
c1ccc(CN(N=C(c2ccccc2)c2ccccc2)c2ccccc2)cc1	102.4	86.3	101.3	85.7	88.7	95.4	102.9	103.5
Cc1ccc(-c2c(C#N)c(N)n(-c3cc(C)ccn3)c(=O)c2C#N)cc1	95.8	95.7	99.4	71.4	98.2	96.8	100.6	104.4
CCOC(=O)c1cccnc1	117.2	87.5	101.1	79.7	96.9	89.9	105.3	103.7
CCOC(=O)c1oc2nc(-c3cnccn3)cc(-c3cccs3)c2c1N	113.2	100.9	109.3	81.9	93.1	98.9	104.1	98.0
C[n+]1c(/C=C/c2c(O)ccc3ccccc23)ccc2ccccc21	66.6	51.3	34.3	-10.2*	44.6	44.8	46.1	36.0
C=CCOc1cc(C)ccc1C	108.3	109.9	114.1	107.3	·	96.9	102.2	99.3
CC(C)CCC[C@@H](C)[C@H]1CC[C@H]2[C@@H]3CC[C@H]4Cc5nc(N)sc5C[C@]4(C)[C@H]3CC[C@]12C	106.3	88.2	104.3	102.7	90.5	109.3	91.8	98.3
CCCCCCCCCCCC(=O)NCCC[N+](C)(C)CC(=O)[O-]	99.0	105.3	98.6	79.1	78.0	102.9	98.3	95.6
COc1cccc(C=O)c1OC1CCC(=O)N1 (stereo not drawn)	101.9	100.7	111.0	113.1	100.9	107.0	104.2	108.5
Cc1ccc(-c2nc(C(Cl)Cl)nc3cc(C)nn23)cc1	38.4	-4.1*	-9.7*	35.0	59.5	5.8*	55.8	44.8
[O-][n+]1onc(-c2ccccc2)c1COc1ccc(Nc2ncnc3c2cnn3-c2ccc(Br)cc2)cc1	99.3	93.5	101.8	108.9	89.1	96.4	103.6	95.9
CCOC(=O)c1sc(-c2ccc(OS(=O)(=O)c3ccc(Cl)cc3)c(C=O)c2)nc1C	96.0	101.8	·	51.6	39.6	88.8	70.0	·
COc1ccc(C(O)(CCC(C)C)C(CN2CCOCC2)c2ccc(Cl)cc2)cc1 (stereo not drawn)	54.1	62.4	37.1	77.8	60.9	·	69.4	65.5
O=C(O)CC(Sc1ccc(Cl)cc1)C(=O)Nc1ccccc1 (stereo not drawn)	120.5	83.5	·	92.5	111.6	95.4	109.5	102.9
COc1ccc2c(c1)N(CCO)C1=C(C(=O)OC1)C2c1cc(OC)c(OC)c(OC)c1 (stereo not drawn)	65.6	13.1	11.2	·	8.7*	40.3	47.4	-24.7*
O=C(CCN1C(=O)CCC1=O)Nc1ncc(Cc2cc(Cl)ccc2Cl)s1	115.3	101.0	105.4	94.6	94.6	105.9	104.0	100.0
CCCS(=O)(=O)Oc1cc2oc(=O)c3c(c2cc1OC)CCCCCC3	98.1	82.2	90.9	50.2	70.3	·	90.6	73.4
OC(CNc1ncccn1)c1ccccc1 (stereo not drawn)	125.6	109.7	108.3	79.2	89.5	72.3	109.8	94.6

A portion taken from the entries so far, as a working copy:
SMILES	SK-MEL-28	A549/ATCC	M14	HOP-92	UACC-62	EKVX	UACC-257	SK-MEL-5
Cc1ccc(-c2nc(C(Cl)Cl)nc3cc(C)nn23)cc1	38.4	-4.1*	-9.7*	35.0	59.5	5.8*	55.8	44.8
[O-][n+]1onc(-c2ccccc2)c1COc1ccc(Nc2ncnc3c2cnn3-c2ccc(Br)cc2)cc1	99.3	93.5	101.8	108.9	89.1	96.4	103.6	95.9
CCOC(=O)c1sc(-c2ccc(OS(=O)(=O)c3ccc(Cl)cc3)c(C=O)c2)nc1C	96.0	101.8	·	51.6	39.6	88.8	70.0	·
COc1ccc(C(O)(CCC(C)C)C(CN2CCOCC2)c2ccc(Cl)cc2)cc1 (stereo not drawn)	54.1	62.4	37.1	77.8	60.9	·	69.4	65.5
O=C(O)CC(Sc1ccc(Cl)cc1)C(=O)Nc1ccccc1 (stereo not drawn)	120.5	83.5	·	92.5	111.6	95.4	109.5	102.9
COc1ccc2c(c1)N(CCO)C1=C(C(=O)OC1)C2c1cc(OC)c(OC)c(OC)c1 (stereo not drawn)	65.6	13.1	11.2	·	8.7*	40.3	47.4	-24.7*
O=C(CCN1C(=O)CCC1=O)Nc1ncc(Cc2cc(Cl)ccc2Cl)s1	115.3	101.0	105.4	94.6	94.6	105.9	104.0	100.0
CCCS(=O)(=O)Oc1cc2oc(=O)c3c(c2cc1OC)CCCCCC3	98.1	82.2	90.9	50.2	70.3	·	90.6	73.4
OC(CNc1ncccn1)c1ccccc1 (stereo not drawn)	125.6	109.7	108.3	79.2	89.5	72.3	109.8	94.6

(next part)
SMILES	SK-MEL-28	A549/ATCC	M14	HOP-92	UACC-62	EKVX	UACC-257	SK-MEL-5
CC1CCN(Cc2ccc(NC(=O)c3cc4ccc5cccnc5c4[nH]3)cc2)CC1	-31.9*	25.7	-22.5*	63.7	-65.4*	·	-40.6*	2.0*
COc1cc2ncnc(Oc3ccc(NC(=O)Nc4ccc(CN5CCOCC5)c(C(F)(F)F)c4)c4ccccc34)c2cc1OC	2.5*	23.1	20.4	-2.3*	28.0	16.0	21.1	-26.5*
O=C(Cn1cc(COc2ncnc3c2cnn3-c2ccccc2)nn1)Nc1cccnc1	101.6	93.3	112.9	59.1	86.8	90.7	98.7	93.7
CC12C(=O)OC(=O)C1(O)C1c3ccccc3C2c2ccccc21 (stereo not drawn)	120.1	101.7	104.7	106.1	102.1	97.0	·	112.2
CC(C)(C(N)=O)c1ccccc1	138.1&114.4&110.5	108.5&96.7&104.3	99.5&100.3&95.4	86.7&103.0	97.0&97.8	104.5&101.1	131.1&92.0&104.5	110.7&101.9&102.5
CC(=O)Nc1ccccc1S(=O)(=O)O	105.5	104.9	103.7	88.0	97.9	108.0	102.0	103.6
O=C(COc1cc(O)c2c(=O)cc(-c3ccccc3)oc2c1)Nc1ccccn1	108.1	93.9	102.7	90.2	85.8	93.9	99.8	101.6
c1c[nH]c(CNC2CCCCC2)c1	119.9	103.1	104.1	72.9	109.8	107.6	118.6	118.1
CC(=O)c1ccc(NC(=O)C(C)N2CCN(c3cc4c(cc3F)c(=O)c(C(=O)O)cn4C3CC3)CC2)cc1 (stereo not drawn)	100.9	83.4	91.4	92.5	92.7	97.2	99.6	100.4
OC(c1ccc(Cl)cc1)C(Nc1ccccc1)c1ccc(Cl)cc1 (stereo not drawn)	104.6	97.3	94.4	112.5	84.4	103.7	99.5	94.8
Cc1cccc(Nc2ccccc2C(=O)O)c1C	107.1&109.2	97.2&98.9	108.8&104.5	104.3&88.9	106.1&108.8	129.2&94.4	98.7&104.1	112.4&104.5
CCOP(=O)(OCC)C1CP(=O)(c2ccccc2)CC(C)=C1Cl (stereo not drawn)	103.9	87.5	63.2	93.1	95.1	106.9	92.2	103.2
O=c1c2cc(Nc3nc(-c4ccc(F)cc4)cs3)ccc2nc2n1CCC2	100.3	84.2	91.9	121.8	93.8	96.4	101.1	91.7
Cn1ccc(CNc2nc3ccc(OC/C(=C\F)CN)cc3o2)cc1=O	99.4	107.7	·	102.6	89.7	103.1	107.2	106.4
O=C(O)c1c(-c2ccc(Cl)c(Cl)c2Cl)nc2n1CCS2	102.0	102.3	109.5	74.0	99.1	87.2	100.0	103.1
CC(=O)Nc1c(I)c(C(=O)O)c(I)c(N(C)C(C)=O)c1I	112.2	96.2	99.6	102.5	100.6	133.6	98.2	104.0
NS(=O)(=O)c1ccccc1N/C=C/C(=O)c1cc2ccccc2oc1=O	108.5	93.1	91.8	77.3	94.3	88.9	105.4	90.4
N/C(=N\C(N)=N\c1nc2ccccc2s1)c1ccccc1Cl	105.2	103.5	97.0	77.0	82.8	96.6	109.8	100.5
COc1ccc(-c2c(NC(=O)Nc3ccccc3)cnn2-c2ccc(S(N)(=O)=O)cc2)cc1	115.3	98.1	106.8	82.9	101.1	110.3	97.9	101.2
Cc1nc2sc(C(=O)Nc3cccc(Br)c3)c(N)c2cc1C(=O)c1ccccc1	98.0	80.3	100.7	97.4	95.9	88.1	93.5	100.4
CC(O)CSCC(C)O (stereo not drawn)	·	71.9	103.2	97.9	99.3	108.5	63.0	108.8
C=C1CC[C@@H]2[C@]3(C)COC(c4cn[nH]c4-c4ccc(OC)cc4)O[C@@H]3CC[C@@]2(C)[C@@H]1C/C=C1/C(=O)OCC1O (stereo partly drawn)	-52.2*	7.5*	-50.9*	-34.5*	-75.2*	-59.8*	-24.6*	-94.3*
CCc1ccc(S(=O)(=O)NC(=O)NC2CC2)cc1	95.1	97.9	99.2	100.1	92.8	99.8	96.3	98.0
CC(=O)Oc1ccccc1C(=O)Nc1ccc(C(=O)/C=C/c2ccc(Cl)cc2)cc1	104.4	104.4	103.1	100.5	97.2	102.3	109.6	99.8
CCOC(=O)c1c2c(n(-c3ccccc3)c1-c1ccccc1)/C=C\CCCC2	94.0	90.7	99.8	90.8	76.8	94.1	105.6	89.9
CCCCc1ccc(N2CCC(=S)NC2=S)cc1	107.1	104.9	101.5	100.2	90.9	99.8	100.3	99.7
Cc1ccc(NS(=O)(=O)N2CCCCC2)cc1	124.0	100.2	103.5	89.3	80.1	·	97.6	102.2
COc1ccc2sc3nc4nc5n(c(=O)c4c(=N)n3c2c1)-c1ccccc1Sc1ccccc1-5	87.0	89.9	92.0	63.9	61.4	81.1	103.8	50.2
OCCN1CCN(c2cc(-c3cccc(OC(F)(F)F)c3)nc3ccc(N4CCCC4)cc23)CC1	71.1	36.2	27.5	34.1	59.6	75.9	65.2	46.7
O=C(O)C(=O)Nc1cccc([N+](=O)[O-])c1	102.0	74.7	102.4	100.4	90.9	92.2	82.5	95.0
COc1ccc(-c2nnc(SCc3ccc(O)c4ncccc34)o2)cc1	41.7	41.2	31.4	-2.2*	42.8	57.8	28.3	9.3*
CCCCCCOC(=O)c1ccc([N+](=O)[O-])cc1	112.7	96.6	108.4	95.0	98.6	111.6	95.1	101.3
O=C1N=CC2(N=N2)C(=O)N1	103.7	104.2	108.1	94.2	85.6	100.0	103.1	101.2
O=C(Nc1ccc(C2=NCCN2)cc1)Nc1ccc(C2=NCCN2)cc1	99.5	93.0	93.1	81.8	86.8	79.2	92.1	81.2

High-throughput results: PubChem BioAssay, NCI
